PLC-beta3 inh: PLC-beta3 (human) inhibition, primary screen | Q01970 | Purified PLC-beta3, fluorogenic substrate, fluorescence | inhibition, % at 12.2 µM | 0.18% of 370,000 active; in the data active = inhibition above about 11%;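 note: 0% = median of compound wells on plate and 100% = full blocker control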
PLCg1 inh: inhibitors of human phospholipase C gamma1. purified PLC-gamma1, fluorogenic substrate, fluorescence. inhibition, % at 12.2 µM. 0.84% of 370,000 active. AID 720700; in the data active = inhibition above about 9.5%
TDP2 inh: blocks human TDP2 phosphodiesterase activity. O95551. recombinant TDP2, T5PNP hydrolysis, p-nitrophenol absorbance 415 nm. inhibition, % at 12.8 µM. 0.34% of 370,000 active. AID 720702;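 active = inhibition above the mean of all tested compounds plus 3 SD, set per campaign, cut at about 25% in these data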;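 note: 0% = DMSO with enzyme and 100% = buffer with substrate but no TDP2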
Target sequence (O95551 whole entry, looked up): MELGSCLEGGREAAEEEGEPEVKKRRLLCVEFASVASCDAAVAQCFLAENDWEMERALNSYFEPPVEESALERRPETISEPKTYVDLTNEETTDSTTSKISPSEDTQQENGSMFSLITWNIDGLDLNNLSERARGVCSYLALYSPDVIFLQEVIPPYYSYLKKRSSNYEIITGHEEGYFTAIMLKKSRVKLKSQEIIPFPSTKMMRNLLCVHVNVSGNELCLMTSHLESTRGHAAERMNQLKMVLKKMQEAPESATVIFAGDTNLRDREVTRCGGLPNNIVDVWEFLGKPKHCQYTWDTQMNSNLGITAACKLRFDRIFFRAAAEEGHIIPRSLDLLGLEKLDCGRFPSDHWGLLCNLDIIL
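System – recombinant human TDP2 · Quantity – TDP2 enzyme at 120 nM final · Doses – single concentration, 12.8 µM nominal, with 1% DMSO · Incubation – 2 h at 37 °C · Measured by – epi absorbance of p-nitrophenol freed from T5PNP by hydrolysis · Read-out – % inhibition relative to enzyme-containing and enzyme-free wells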
ARFGAP1 inhibitor: inhibitors of rat ARFGAP1; Q62848; Arfgap1-stimulated ARF1 GTP hydrolysis, GDP FP detection; inhibition, % at 16.5 µM; 0.26% of 360,000 active;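 active = inhibition above a per-plate limit, mean inhibition of low control wells plus 3 SD, cut at about 25% in these data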;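 note: 0% = DMSO wells with enzyme and 100% = wells lacking Arfgap1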
Target sequence (Q62848 1-136 limits assumed): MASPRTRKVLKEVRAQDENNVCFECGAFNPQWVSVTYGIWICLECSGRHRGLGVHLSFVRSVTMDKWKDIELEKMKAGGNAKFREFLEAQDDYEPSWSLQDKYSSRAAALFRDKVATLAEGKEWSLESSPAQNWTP
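Material: rat Arfgap1 GAP domain (His6, aa 1-136), purified enzyme. Also added: human ARF1(Δ1-17)-GTP substrate. Compound dosing: 16.5 µM single point, 1.26% DMSO. Timing: enzyme reaction 120 min at 25 °C after 20 min preincubation. Signal: GDP detection by fluorescence polarization. Read-out basis: percent inhibition of GAP-stimulated GDP formation, scaled between DMSO and no-Arfgap1 medians.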
ADAM10 inh: inhibitors of human ADAM10 | AID 720582 | 0.62% of 370,000 active | inhibition, % at 7 µM | O14672 | recombinant ADAM10, EDANS/DABCYL FRET peptide cleavage, 3 h;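 active = inhibition above a per-campaign cutoff equal to the mean of compounds falling between control-based bounds plus 3 SD, cut at about 20% in these data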;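 note: 0% = DMSO wells while the 100% control is not disclosed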
Target sequence (O14672 214-748 limits assumed): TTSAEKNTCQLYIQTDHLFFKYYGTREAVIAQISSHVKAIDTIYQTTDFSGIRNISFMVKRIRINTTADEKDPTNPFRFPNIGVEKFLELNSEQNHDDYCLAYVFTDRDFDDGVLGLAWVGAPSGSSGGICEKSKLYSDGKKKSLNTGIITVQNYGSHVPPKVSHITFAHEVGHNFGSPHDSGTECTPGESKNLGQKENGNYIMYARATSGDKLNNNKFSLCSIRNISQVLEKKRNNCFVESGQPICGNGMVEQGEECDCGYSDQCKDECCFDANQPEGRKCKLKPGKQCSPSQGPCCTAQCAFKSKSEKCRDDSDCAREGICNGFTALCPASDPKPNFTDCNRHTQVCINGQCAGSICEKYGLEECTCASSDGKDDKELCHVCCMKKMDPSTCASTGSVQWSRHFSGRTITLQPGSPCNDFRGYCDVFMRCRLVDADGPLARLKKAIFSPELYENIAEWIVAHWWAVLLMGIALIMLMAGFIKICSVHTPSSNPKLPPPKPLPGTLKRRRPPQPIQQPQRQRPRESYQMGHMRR
ADAM17 inh: inhibitors of human ADAM17 | inhibition, % at 6.95 µM | AID 720648 | 0.83% of 370,000 active | recombinant ADAM17, EDANS/DABCYL FRET peptide cleavage | P78536;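 active = inhibition above the mean of compounds lying between control limits plus 3 SD, set per campaign, cut at about 8.5% in these data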;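 note: 0% = DMSO-only wells as the low control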
Tn7 DDE FP: disrupts Tn7 cyclic peptide binding to fibrin D-Dimer-E complex; P02675; FP displacement of FITC-Tn7 peptide from fibrin DD(E); 0% = median of compound wells per plate; inhibition, % at 8.3 µM; 0.13% of 370,000 active; AID 720508;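 active = inhibition above the mean of compounds falling within the control limits plus 3 SD of them, cut at about 14% in these data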;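 note: 0% = plate median of compound wells and 100% = 10 µM Aha-Tn7 peptide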
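Assay system: human fibrin DD(E). Input: DD(E) 2 µM final. Medium: Tris buffer with calcium and detergent, pH 7.8. Compound dosing: single point at 8.3 µM. Timing: 10 min plus 3 h, room temperature. Technique: fluorescence polarization of the labelled Tn7 tracer. Read-out: percent inhibition. Replicates: singlicate testing.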
Tn6 DDE FP: disrupts Tn6 cyclic peptide binding to fibrin D-Dimer-E complex. inhibition, % at 8.3 µM. AID 720509. Fibrin DD(E) TRITC-Tn6 fluorescence polarization displacement. P02675. 0.21% of 370,000 active;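 active = inhibition above a per-campaign cutoff: mean of compounds within control limits plus 3 SD, cut at about 15% in these data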;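 note: 0% = median of all compound wells on the plate and 100% = blocking peptide control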
ASAP1 GAP inh: blocks human ASAP1-stimulated Arf1 GTP hydrolysis; Q9ULH1; inhibition, % at 16.5 µM; 0.19% of 360,000 active; AID 624377; GDP FP detection; in the data active = inhibition above about 25%;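 note: 0% = vehicle with enzyme and substrate and 100% = no enzyme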
SIAE primary: blocks human sialic acid acetylesterase. Q9HAT2. SIAE FP-Rh probe binding, fluorescence polarization. inhibition, % at 9.66 µM. 0.69% of 370,000 active. AID 1053197;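 active = inhibition above a cutoff: mean of compounds within the control limits plus 3 SD of those, cut at about 17% in these data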;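 note: 0% = plate median of compound wells and 100% = probe without SIAE protein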
Active calls of the source: *; i = inactive; x = no result given. Rows are unselected (roughly 3.6% active in at least one column).

structure,PLCg1 inh,Tn6 DDE FP,ARFGAP1 inhibitor,SIAE primary,ASAP1 GAP inh,ADAM17 inh,ADAM10 inh,PLC-beta3 inh,Tn7 DDE FP,TDP2 inh
Cc1ccc(S(=O)(=O)NCCc2cn3nc(C)c(C)nc3n2)cc1C,i,-4,2,-5,-6,-461,i,i,0,5
CCCCCCCN1C(Nc2ccccc2)=NC[C@@H]1CC(C)C,6,-5,4,-3,-2,0,-7,6,-1,-13
CCN1C(=O)[C@H]2[C@@H](c3ccc(C)cc3)N[C@]3(CCCN(Cc4ccc(C)cc4)C3=O)[C@H]2C1=O,4,5,-3,6,0,0,4,5,-7,5
O=C1NC2(CCCCCC2)C(=O)N1Cc1c(F)cccc1Cl,-3,-3,-4,2,-3,-2,1,-6,0,3
CCC(=O)c1ccc(N2CCN(C(=O)c3cc([N+](=O)[O-])ccc3F)CC2)c(F)c1,-1,-5,-1,4,-4,-4,-6,-2,4,-7
CCCC(C)NC(=O)c1ccc(C2SCC(=O)N2Cc2ccco2)cc1 (configuration not stated),-2,1,11,6,-10,-10,-13,-4,3,-3
CCOC(=O)N1CCC(NC(=O)CCc2c(C)nc3nc(C)nn3c2C)CC1,-1,-1,1,-3,4,-3,0,3,-1,9
CCn1cc(C(=O)O)c(=O)c2cc(F)c(N3CCN(C(=S)NC(=O)c4ccc(OC)cc4)CC3)cc21,-15,0,-2,6,-10,-11,-36,-23,4,10
CC(Oc1ccccc1)c1ccnc2nc(N3CCOCC3)nn12 (configuration not stated),-215,7,-9,-4,-8,-82,-208,-262,6,8
CCCCC(=O)c1ccc(O)cc1O,-4,2,-1,-8,-7,-2,-4,-6,-1,-1

(list continues)
structure,PLCg1 inh,Tn6 DDE FP,ARFGAP1 inhibitor,SIAE primary,ASAP1 GAP inh,ADAM17 inh,ADAM10 inh,PLC-beta3 inh,Tn7 DDE FP,TDP2 inh
Cc1ccc(NS(=O)(=O)c2c(C)[nH]c(C)c2C(=O)N2CCCC2)cc1,-1,-6,3,-7,4,-1,-13,-8,-3,-13
O=C(O)CCn1cc(-c2ccc(F)cc2)nc1-c1ccncc1,1,-6,2,-3,1,-1,-3,0,-8,1
COC(=O)N1C[C@H](OC(=O)c2ccc(-c3ccccc3)cc2)[C@H]2C[C@@H]1c1ccccc1O2,0,-2,-1,-2,0,-4,-9,-1,-1,-2
O=C(O)c1cccc(NS(=O)(=O)c2ccc3c(c2)C(=O)c2ccccc2C3=O)c1,-2,-6,-3,-5,8,-5,1,-8,-10,11
CCn1c(CNc2ccc(C)cc2)nnc1SCC(N)=O,9.7*,-2,9,2,-1,2,5,5,-10,-18
CN(C)S(=O)(=O)c1ccc(C(=O)Nc2nnc(-c3cccs3)o2)cc1,2,7,-4,1,-12,0,6,0,0,9
CCOC(=O)c1[nH]c2ccccc2c1NC(=O)CC,-17,-5,-4,-1,3,-5,-25,-18,-5,0
CC(C)Oc1cccc(C(=O)NC(=S)Nc2ccccc2N2CCOCC2)c1,-4,2,12,2,-3,-7,-9,-5,5,16
CNC(=S)Nc1ccc(N2CCCC2)c(S(=O)(=O)Nc2ccc(OC)cc2)c1,-2,0,4,8,5,-10,-39,-16,11,8
COCCn1c(NCc2ccccc2)nc2c1c(=O)[nH]c(=O)n2C,4,-1,-6,3,-13,2,2,2,2,-9

Next part.
structure,PLCg1 inh,Tn6 DDE FP,ARFGAP1 inhibitor,SIAE primary,ASAP1 GAP inh,ADAM17 inh,ADAM10 inh,PLC-beta3 inh,Tn7 DDE FP,TDP2 inh
Cc1ccc(S(=O)(=O)NCC(=O)N(CC2CCCO2)C(C(=O)NC2CCCC2)C(C)C)cc1 (configuration not stated),3,8,1,-7,-3,-1,8,-1,-4,4
CCN(CC(=O)Nc1ccc(NC(C)=O)cc1)C(=O)CSc1nnc(-c2ccco2)n1CC,5,3,0,13,-9,-6,-1,-7,-4,4
CCOc1ccccc1OCCNC1CCCC1,0,0,6,2,-4,0,3,2,0,13
COc1ccc(OC)c(CNC(=O)C2CCN(S(=O)(=O)N3CCCCC3)CC2)c1,-2,-1,0,-4,-3,-7,-3,-8,-4,3
COCCNC(=O)C1(C)CCCN(C(=O)c2cccc(Cl)c2)C1 (configuration not stated),2,-1,2,-1,9,-3,-17,1,3,4
Nc1c(C(=O)CSc2nnc(COc3ccc(Cl)cc3)o2)c(=O)[nH]c(=O)n1C1CC1,4,-1,-2,2,-10,-9,-14,-5,8,6
C[N+]1(CC(=O)OCCCC2CCCCC2)CCCC1,7,-9,-11,3,5,4,7,-57,-10,-25
O=c1[nH]c(/C=C\c2cccc(F)c2)nc(O)c1[N+](=O)[O-],5,-9,-2,3,11,2,13,0,-5,7
CNc1nnc(-c2ccncc2)s1,-101,1,-3,1,11,-209,i,-138,3,7
O=C(NCC1(c2ccccc2)CCCC1)c1ccc(Br)o1,-1,3,-1,-4,-2,1,-2,0,1,2

Further structures.
structure,PLCg1 inh,Tn6 DDE FP,ARFGAP1 inhibitor,SIAE primary,ASAP1 GAP inh,ADAM17 inh,ADAM10 inh,PLC-beta3 inh,Tn7 DDE FP,TDP2 inh
CCc1nc(SCC(=O)NC2CCCC2)c2c(=O)n(C)c(=O)n(C)c2n1,2,4,-8,-5,-4,1,-5,1,-10,-8
O=C(COC(=O)c1ccc(S(=O)(=O)Nc2ccccc2)cc1)NCCC1=CCCCC1,0,0,-6,-8,-1,3,7,0,7,5
COc1ccc(CC(=O)OCC(=O)NCc2ccc(C)cc2)cc1OC,-3,8,-6,2,1,-1,-3,-1,5,-1
Nn1c(SCC(=O)N2CCCC2)nnc1C1CCCCC1,1,2,3,-6,-10,-5,-4,0,2,-8
C[C@H]1Oc2ccccc2C(=O)C1C(=O)c1ccccc1 (some centres not stated),-5,5,1,-1,-11,-4,-17,-17,-1,-9
Cc1c(NC(=S)Nc2ccc(Cl)cc2)c(=O)n(-c2ccccc2)n1C,1,-1,11,-2,-4,-1,-9,-2,2,-13
Cc1ccc(C(C)NC(=O)c2c(-c3ccccc3)noc2C)cc1C (configuration not stated),-2,-1,1,9,-4,0,6,-2,2,-1
C=CCn1c(SCC(=O)Nc2cc(C)ccc2C)nnc1-c1cnccn1,0,0,1,1,12,-1,1,-2,0,13
Cc1ccn(C(C)CC(=O)Nc2ccc(-c3ccno3)cc2)n1 (configuration not stated),-1,0,-3,-2,4,-2,-4,-10,1,-5
Cc1ccc(CS(=O)Cc2ccc(C(=O)NC3CCCCC3)o2)cc1 (configuration not stated),1,-1,0,2,8,-5,7,-12,3,-4

Next section:
structure,PLCg1 inh,Tn6 DDE FP,ARFGAP1 inhibitor,SIAE primary,ASAP1 GAP inh,ADAM17 inh,ADAM10 inh,PLC-beta3 inh,Tn7 DDE FP,TDP2 inh
Oc1ccccc1N1CCN(C(c2ccccc2)c2ccccc2)CC1,-1,2,-1,5,2,5,6,-4,-6,14
C=C(C)CSC1=C(C#N)C(c2ccsc2)CC(=O)N1 (configuration not stated),-4,5,-8,-3,-8,-1,2,2,-1,9
CN1CCN(C(=O)C23CCC(C)(c4nc5ccccc5nc42)C3(C)C)CC1 (configuration not stated),-1,-2,0,-6,-11,-2,-11,-1,-1,0
CC(=O)N1CCOc2ccc(S(=O)(=O)N(C)c3ccc(C)cc3)cc21,4,3,14,0,-3,8,-1,0,1,-7
S=C1NCN(C2CCCCC2)CN1CCc1ccccc1,-1,10,-6,-7,7,-6,-8,-2,-4,-3
Cc1ccc(S(=O)(=O)N2CCN(C(=O)c3ccc(N4CCCCC4)c([N+](=O)[O-])c3)CC2)cc1,3,2,-1,4,5,-4,-12,-7,6,-1
COc1ccc(OC)c(NS(=O)(=O)c2ccc(N3CCCC3=O)cc2)c1,2,-6,14,-3,1,-1,8,-1,-1,-3
COc1ccc(CN2CCNC(=O)C2CC(=O)NC2Cc3ccccc3C2)c(OC)c1 (configuration not stated),-4,-3,-3,-2,8,-1,-2,-5,-2,11
COc1ccc(Cn2cc(COC(=O)N3CCCC3)nn2)cc1,2,9,x,1,x,-1,1,3,-6,3
O=[N+]([O-])c1ccc(CSc2nnc(Cc3ccccc3)o2)cc1,2,-5,-12,-1,-4,-3,-3,-4,1,-1

Sorted by count of non-hydrogen atoms (high to low): some entries from above.
structure,PLCg1 inh,Tn6 DDE FP,ARFGAP1 inhibitor,SIAE primary,ASAP1 GAP inh,ADAM17 inh,ADAM10 inh,PLC-beta3 inh,Tn7 DDE FP,TDP2 inh
COc1ccc(OC)c(NS(=O)(=O)c2ccc(N3CCCC3=O)cc2)c1,2,-6,14,-3,1,-1,8,-1,-1,-3
CC(=O)N1CCOc2ccc(S(=O)(=O)N(C)c3ccc(C)cc3)cc21,4,3,14,0,-3,8,-1,0,1,-7
C=C(C)CSC1=C(C#N)C(c2ccsc2)CC(=O)N1 (configuration not stated),-4,5,-8,-3,-8,-1,2,2,-1,9

Next section:
structure,PLCg1 inh,Tn6 DDE FP,ARFGAP1 inhibitor,SIAE primary,ASAP1 GAP inh,ADAM17 inh,ADAM10 inh,PLC-beta3 inh,Tn7 DDE FP,TDP2 inh
Cc1ccc2oc(=O)c(/C=C(\O)c3ccccc3)nc2c1,-2,-5,3,5,9,1,8,-16,2,3
COC(=O)c1cc(S(=O)(=O)NCCc2ccccc2)c[nH]1,-1,5,-4,1,6,-2,-11,2,3,-5
Cc1cc(C(=O)N(C)Cc2c(F)cccc2Cl)c2ccccc2n1,2,2,9,3,-1,0,3,-1,-3,3
CCCCC(O)(c1ccccc1)C(CN1CCOCC1)c1ccccc1 (configuration not stated),6,-7,2,-5,-4,1,6,1,-4,-5
CCCCc1nnc2c(N(C)S(=O)(=O)c3ccccc3)nc3ccccc3n12,4,1,6,-1,-4,-2,2,1,-6,-11
C=CCn1c(SCC(=O)c2ccc(F)cc2)nnc1-c1ccc(F)cc1,2,-7,x,3,x,-4,-5,3,0,10
Cn1c(=O)c2[nH]c(-c3cccnc3)nc2n(C)c1=O,3,-3,-8,-4,-4,-5,-9,-1,-6,-2
